# Source: PubChem
# RAD54 branch – inhibitors of human RAD54 branch migration, primary screen, biochemical, fluorescence, single point; inhibition, % at 10.4 µM; hit rate 0.14% among 360,000; DNA repair and recombination protein RAD54-like (Homo sapiens), Q92698; RAD54 Holliday junction branch migration, FAM/BHQ fluorescence;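 active means mean normalized replicate activity at least 40 and at least half of replicates scoring 40 or more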;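 further: 0% = median of neutral control wells and 100% = median of positive control wells; inhibitors cause a drop in the FAM fluorescence signal; in these data hits start at about 50%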
# Target sequence (Q92698 whole entry, looked up): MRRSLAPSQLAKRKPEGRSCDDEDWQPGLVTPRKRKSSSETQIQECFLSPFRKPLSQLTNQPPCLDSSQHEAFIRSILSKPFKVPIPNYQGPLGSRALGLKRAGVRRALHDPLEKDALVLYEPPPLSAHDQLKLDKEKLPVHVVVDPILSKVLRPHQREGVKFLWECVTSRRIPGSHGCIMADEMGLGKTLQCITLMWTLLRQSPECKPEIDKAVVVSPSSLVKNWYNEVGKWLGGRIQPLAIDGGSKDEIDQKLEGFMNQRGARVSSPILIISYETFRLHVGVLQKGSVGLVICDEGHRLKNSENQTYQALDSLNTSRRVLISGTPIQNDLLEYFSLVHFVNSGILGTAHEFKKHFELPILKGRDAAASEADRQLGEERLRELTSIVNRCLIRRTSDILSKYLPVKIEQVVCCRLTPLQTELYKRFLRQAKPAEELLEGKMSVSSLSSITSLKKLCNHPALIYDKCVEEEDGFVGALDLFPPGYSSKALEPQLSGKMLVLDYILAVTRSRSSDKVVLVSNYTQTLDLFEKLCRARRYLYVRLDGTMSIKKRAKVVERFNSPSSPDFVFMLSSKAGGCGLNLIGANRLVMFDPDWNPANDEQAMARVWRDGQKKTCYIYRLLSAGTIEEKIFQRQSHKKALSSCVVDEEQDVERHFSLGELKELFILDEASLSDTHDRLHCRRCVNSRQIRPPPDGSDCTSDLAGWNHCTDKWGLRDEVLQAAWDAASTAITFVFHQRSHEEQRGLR
# RAD52 anneal inh – RAD52 DNA annealing inhibitors, primary screen, biochemical, FRET, single point, set 2; DNA repair protein RAD52 homolog (Homo sapiens), P43351; recombinant RAD52 DNA annealing, FRET fluorescence; inhibition, % at 18.7 µM; hit rate 0.46% among 360,000; AID 651710, 2012;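 active means every replicate showing at least 50% inhibition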
# E-sel inducer – E-selectin induction in HUVECs, primary screen, imaging, HUVEC, immunofluorescence imaging, single point | P16581 | activation, % at 7.58 µM | AID 686992, 2013 | hit rate 0.37% among 260,000 | normalized: neutral wells 0, TNF-alpha wells 100;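 active means mean E-selectin-positive cell signal at least 10% of the positive control, reached in at least 60% of replicates, without over 20% cell loss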;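 further: in these data hits start at about 27%; measured in HUVEC primary endothelial cells; signal is the percent of cells scored E-selectin positive by PE staining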
#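 Read-out basis: % PE-positive cells; Test system: HUVEC primary endothelial cells; Technique: immunofluorescence imaging; Dosing: single-point compound dose.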
# XiGFP reactiv – activators of inactive X chromosome reactivation, primary screen, imaging, XiGFP fibroblasts, GFP high-content imaging, set 2. XiGFP mouse fibroblasts, % GFP-positive cells imaging, 3 d; cells co-treated with 5-aza-dC sensitizer; scaled so ellipticine positive control = 100%. hit rate 0.055% among 360,000. activation, % at 7.58 µM. AID 743238, 2013;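 active means mean normalized replicate activation at least 10% and every replicate at or above 10%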;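 further: 0% = median of on-plate neutral control wells and 100% = ellipticine 6 µM median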
#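 System: SV40-immortalized XiGFP fibroblast cells, line 68-5-11 / Incubation: 3-day compound exposure, then 15 min fixation at room temperature / Compound: single concentration per compound, delivered by pin transfer / Buffer or medium: DMEM plus 5-aza-dC sensitizer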
# ERAP1 HTS inh – human ERAP1 aminopeptidase inhibitors, primary screen, biochemical, single point, plate reader | inhibition, % at 10.7 µM | AID 652197, 2013 | hit rate 0.15% among 340,000 | recombinant ERAP1, Leu-AMC fluorescence, 60 min;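 active means mean replicate inhibition of at least 30%, or all replicates individually reaching that 30% level; inactive means mean below 30% and not every replicate reaching it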;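 further: 0% = neutral control wells and 100% = L-leucinethiol positive control wells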
# esBAF inh – Bmi1 luciferase reporter increase in mESCs, primary screen, esBAF inhibitor project, mouse ES cells, Bmi1 luciferase knock-in, single point; reporter increase, % at 12.5 µM; hit rate 2% among 350,000; 24 h; 100% = twice the neutral-well signal; AID 602393, 2012; in the data active means activation above about 40%;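 further: 0% = median of the plate's neutral control wells and 100% = double that signal; a rise in the Bmi1 reporter signal indicates esBAF inhibition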
# ERp5 inh – inhibitors of ERp5-driven insulin aggregation, primary screen, biochemical, turbidity, absorbance 650 nm, single point; Protein disulfide-isomerase A6 (Homo sapiens), Q15084; 90 min; inhibition, % at 9.99 µM; hit rate 0.05% among 350,000; AID 651711, 2012;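 active means mean replicate inhibition above about 25%, with every replicate also reaching it, limit read from the data, passing the limit was not always enough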
# S100A4 inh HTS – inhibitors of S100A4-myosin IIA peptide binding, primary screen, biochemical, fluorescence polarization, TAMRA-MyoIIA peptide | inhibition, % at 10.7 µM | hit rate 0.14% among 360,000 | AID 652163, 2013;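 active means mean inhibition of at least 70% across replicates, with every replicate also reaching that level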
# Target sequence (P26447 whole entry, looked up): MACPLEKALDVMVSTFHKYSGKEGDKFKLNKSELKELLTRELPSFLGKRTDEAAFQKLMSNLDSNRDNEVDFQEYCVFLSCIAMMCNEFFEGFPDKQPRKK
#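 assay system = human S100A4 monomer with TAMRA-labelled myosin IIA peptide | also added = labelled myosin peptide probe, 5 nM | incubation = 5 min between mix addition and reading | control set = DMSO and TFP controls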
# * marks the source's active call; other numbers are inactive results; / = not tested or not shown.
# Screens by letter – A = RAD54 branch; B = RAD52 anneal inh; C = E-sel inducer; D = XiGFP reactiv; E = ERAP1 HTS inh; F = esBAF inh; G = ERp5 inh; H = S100A4 inh HTS
> CS(=O)(=O)c1ccc(Cl)c(NC(=O)COC(=O)c2cccc(S(=O)(=O)N3CCCCC3)c2)c1
  A = 7	B = -19	C = 0.2	D = 0.5	E = -2	F = /	G = -5	H = -3

> CCCNC(=O)N1C[C@H](C)[C@@H](OC)CN(C)C(=O)c2ccc(NC(=O)CCC)cc2OC[C@@H]1C
  A = /	B = 4	C = 0.1	D = 0.0	E = 3	F = /	G = 4	H = 24

> COc1ccc(C#Cc2cccc(-c3nc(C(=O)NCCCN4CCOCC4)cc4c3[C@H](CCO)N(S(=O)C(C)(C)C)C4)c2)cc1OC (some centres not stated)
  A = 3	B = 13	C = -1.3	D = 0.1	E = 0	F = -6	G = -5	H = -28

> CC(C)NC(=O)N(C)C[C@H]1Oc2c(NC(=O)Nc3ccc(F)cc3)cccc2C(=O)N([C@@H](C)CO)C[C@H]1C
  A = 5	B = 8	C = -0.1	D = -0.9	E = 0	F = 1	G = -5	H = 0

> N#C/C(=C\c1ccc(-c2ccc(Br)cc2)o1)C(=O)NCCc1c[nH]c2ccccc12
  A = /	B = -28	C = 0.1	D = 0.0	E = 1	F = /	G = 3	H = -13

> CC(/C=C/c1ccco1)=N\NC(=O)CNc1cccc(C)c1
  A = /	B = -10	C = -0.2	D = 0.0	E = -2	F = /	G = 5	H = -3

> CCOc1ccc(C(=O)OCC(=O)N2CC(C)OC(C)C2)cc1OCC (configuration not stated)
  A = 8	B = -3	C = 0.3	D = 0.1	E = 2	F = -3	G = 0	H = -5

> CC(C)(C)c1ccc(NC(=O)C2=CC=CN3CCS(=O)(=O)N=C23)cc1
  A = 3	B = -12	C = /	D = 0.0	E = 2	F = 32	G = -9	H = -6

> Cc1ccc(-c2ccc3c(c2)O[C@@H](CN(C)Cc2ccncc2)[C@H](C)CN([C@@H](C)CO)S3(=O)=O)cc1
  A = 16	B = 3	C = 0.0	D = 0.3	E = -3	F = -4	G = -3	H = 0

> O=C(C(=O)N(C1CCCCC1)C1CCCCC1)c1ccccc1
  A = /	B = -12	C = -0.2	D = 0.0	E = -3	F = /	G = 6	H = 0

> COc1ccccc1C#Cc1ccc([C@@H]2[C@H](C#N)N(C(=O)C3CCCC3)[C@H]2CO)cc1
  A = /	B = 32	C = 0.5	D = -0.1	E = 0	F = /	G = 1	H = 3

> CC(OC(=O)c1cccc(-n2cnnn2)c1)C(=O)Nc1ccc(F)c(F)c1F (configuration not stated)
  A = -12	B = 1	C = /	D = 0.0	E = -1	F = -6	G = 4	H = -1

> C[C@@H]1CN([C@@H](C)CO)C(=O)c2cc(NC(=O)CCCN(C)C)ccc2O[C@@H](C)CCCCO[C@H]1CN(C)C(=O)Cc1ccccc1
  A = 6	B = 5	C = -0.3	D = -0.6	E = 0	F = -1	G = 1	H = 3

> CS(=O)(=O)N1CCCCN2[C@H](C1)[C@H](c1ccc(Br)cc1)[C@@H]2CO
  A = -12	B = -1	C = 0.1	D = -0.1	E = 3	F = 3	G = 5	H = -2

> CCCNC(=O)N[C@H]1CC[C@@H](CCn2cc(C3CCCCC3)nn2)O[C@H]1CO
  A = -21	B = 17	C = -0.2	D = 0.0	E = 1	F = -7	G = -8	H = -2

> Cc1ccc(-c2noc(CN(C(=O)c3cccc(Br)c3)C(C)C)n2)cc1
  A = 8	B = -21	C = -0.3	D = 0.1	E = /	F = 1	G = 0	H = -3

> O=C1CCC([N+](=O)[O-])C(c2cc3c(cc2Br)OCO3)N1 (configuration not stated)
  A = /	B = -10	C = -0.2	D = 0.0	E = 2	F = /	G = 6	H = 4

> CC1CCCC(C)N1CCCNC(=O)Cn1c(=O)c2cccn2c2cccnc21 (configuration not stated)
  A = -24	B = -11	C = /	D = 0.0	E = 1	F = -4	G = 6	H = 3

> O=C(C[C@@H]1CC[C@H]2[C@@H](COC[C@H](O)CN2S(=O)(=O)c2cccc(F)c2)O1)NCCCN1CCOCC1
  A = 0	B = -1	C = 0.1	D = -0.1	E = -1	F = -3	G = 0	H = -11

> Cc1ccc(/C=N/N=C2/NC(=O)CS2)o1
  A = /	B = -1	C = 3.7	D = 0.1	E = -5	F = /	G = 2	H = -1

> C[C@@H]1CCCCO[C@H](CN(C)S(=O)(=O)c2ccccc2)[C@@H](C)CN([C@@H](C)CO)C(=O)c2cc(NC(=O)Nc3ccc4c(c3)OCO4)ccc2O1
  A = 4	B = -9	C = 0.2	D = 0.0	E = 2	F = 1	G = 2	H = 0

> COc1ccc(N2CC(C(=O)Nc3ccc([N+](=O)[O-])cc3Br)CC2=O)cc1 (configuration not stated)
  A = 5	B = -5	C = /	D = 0.3	E = -1	F = -1	G = 5	H = -1

> CC(=O)OC(C#CCN1CCOCC1)c1ccccc1 (configuration not stated)
  A = -9	B = 4	C = /	D = /	E = 2	F = 8	G = 0	H = 2

> O=c1c2c3c(sc2nc(NCCO)n1Cc1ccco1)CCCCC3
  A = -4	B = 0	C = /	D = 0.0	E = -1	F = 80*	G = -7	H = 0

> COc1ccc(NC(=O)CSc2nc3c(c(=O)n2-c2ccc(C)cc2)SCC3)c(OC)c1
  A = 3	B = -6	C = /	D = 0.0	E = 0	F = 1	G = 11	H = -5

# A section from further up, for reference:
# Screens by letter – A = RAD54 branch; B = RAD52 anneal inh; C = E-sel inducer; D = XiGFP reactiv; E = ERAP1 HTS inh; F = esBAF inh; G = ERp5 inh; H = S100A4 inh HTS
> CS(=O)(=O)c1ccc(Cl)c(NC(=O)COC(=O)c2cccc(S(=O)(=O)N3CCCCC3)c2)c1
  A = 7	B = -19	C = 0.2	D = 0.5	E = -2	F = /	G = -5	H = -3

> CCCNC(=O)N1C[C@H](C)[C@@H](OC)CN(C)C(=O)c2ccc(NC(=O)CCC)cc2OC[C@@H]1C
  A = /	B = 4	C = 0.1	D = 0.0	E = 3	F = /	G = 4	H = 24

> COc1ccc(C#Cc2cccc(-c3nc(C(=O)NCCCN4CCOCC4)cc4c3[C@H](CCO)N(S(=O)C(C)(C)C)C4)c2)cc1OC (some centres not stated)
  A = 3	B = 13	C = -1.3	D = 0.1	E = 0	F = -6	G = -5	H = -28

> CC(C)NC(=O)N(C)C[C@H]1Oc2c(NC(=O)Nc3ccc(F)cc3)cccc2C(=O)N([C@@H](C)CO)C[C@H]1C
  A = 5	B = 8	C = -0.1	D = -0.9	E = 0	F = 1	G = -5	H = 0

# Further structures
# Screens by letter – A = RAD54 branch; B = RAD52 anneal inh; C = E-sel inducer; D = XiGFP reactiv; E = ERAP1 HTS inh; F = esBAF inh; G = ERp5 inh; H = S100A4 inh HTS
> CC(C)N1CCN(Cc2ccc3nsnc3c2)CC1CCO (configuration not stated)
  A = /	B = -13	C = /	D = 0.3	E = -1	F = -5	G = 16	H = -7

> O=C(CN1CCC(NC(=O)C2CC2)CC1)Nc1ccccc1[N+](=O)[O-]
  A = -14	B = -14	C = /	D = 0.4	E = 3	F = -6	G = 0	H = -1

> O=C(NCCN1C(=O)S/C(=C\c2ccc(Cl)cc2)C1=O)c1ccc(F)c(S(=O)(=O)N2CCOCC2)c1
  A = -15	B = -28	C = /	D = 0.1	E = -4	F = /	G = 1	H = -3

> C=C1CCC(OC(C)=O)C2(C)CCC3C(C)C(=O)OC3C12O (configuration not stated)
  A = 0	B = -13	C = 0.1	D = 0.1	E = 5	F = -2	G = 5	H = 4

> CC(=O)NC(=S)Nc1sc2c(c1C(N)=O)CCC(C)C2 (configuration not stated)
  A = /	B = 0	C = /	D = 0.2	E = -3	F = /	G = -3	H = 0

> CC(=O)Nc1ccc(S(=O)(=O)C(C#N)c2nc3ccccc3nc2NCCN2CCOCC2)cc1 (configuration not stated)
  A = /	B = -20	C = /	D = 0.1	E = -23	F = /	G = 1	H = 3

> CC(=O)N(C)C[C@H]1Oc2cc(-c3ccncc3)ccc2S(=O)(=O)N([C@H](C)CO)C[C@H]1C
  A = 4	B = -7	C = 0.2	D = -1.0	E = 3	F = -41	G = 1	H = -5

> O=C(N[C@H]1CC[C@@H](CCNC(=O)C2CCCCC2)O[C@@H]1CO)c1ccccn1
  A = -10	B = 4	C = -0.1	D = 0.1	E = -1	F = -3	G = 1	H = 9

> Cc1cc(C)nc(NS(=O)(=O)c2ccc(NC(=O)C3CC(=O)N(c4ccccc4)C3)cc2)n1 (configuration not stated)
  A = /	B = -6	C = /	D = /	E = -4	F = /	G = 1	H = 3

> COc1ccc(S(=O)(=O)N2CCCOC2CNC(=O)C(=O)NCc2ccncc2)cc1 (configuration not stated)
  A = -4	B = -23	C = /	D = 0.5	E = -1	F = -4	G = -8	H = -1

> CC(=O)N1[C@@H](CO)[C@@H](c2ccc(-c3cccc(F)c3)cc2)[C@@H]1CNC(=O)C1CC1
  A = 0	B = /	C = 0.0	D = -0.1	E = /	F = 4	G = /	H = /

> Cc1cccc2c(C(=O)Nn3cnnc3)cc(-c3ccccc3Cl)nc12
  A = /	B = -18	C = /	D = 0.1	E = -1	F = /	G = 2	H = 0

> Cc1ccc(-c2nn(-c3cccc(F)c3)cc2CNCCc2ccncc2)o1
  A = 0	B = -74	C = 0.9	D = -0.3	E = 2	F = 18	G = -4	H = -4

> Cc1nn(CCOc2cccc(Br)c2)c(C)c1[N+](=O)[O-]
  A = /	B = -15	C = /	D = 0.0	E = 0	F = /	G = -1	H = -1

> COc1ccc(-n2c(SCC(=O)Nc3ccccc3)nc3c(c2=O)SCC3)cc1
  A = -4	B = -12	C = -0.6	D = 0.0	E = 1	F = -7	G = 3	H = -4

> C[C@@H]1NS(=O)(=O)[C@H]2C[C@@H]3C=C[C@]2(O3)[C@H]1OC(=O)c1ccccc1Br
  A = 5	B = -25	C = /	D = 0.3	E = -3	F = -6	G = 2	H = -2

> CCOC(=O)CSc1ccc(C(=O)N2CCN(C)CC2)cc1[N+](=O)[O-]
  A = 7	B = -17	C = -0.1	D = 0.0	E = 2	F = -2	G = -1	H = 3

> C[C@@H]1CN([C@H](C)CO)C(=O)c2cc(NC(=O)c3ccccc3)ccc2O[C@@H](C)CCCCO[C@H]1CN(C)C(=O)Nc1ccccc1
  A = 0	B = -39	C = /	D = 0.0	E = 3	F = 6	G = 1	H = 3

> CCOC(=O)N1CCN(CC(=O)c2ccc(O)c(C)c2O)CC1
  A = -2	B = -9	C = /	D = 0.0	E = 2	F = 22	G = -1	H = 0

> C[C@@H]1CCCCO[C@@H](CN(C)C)[C@@H](C)CN([C@@H](C)CO)C(=O)c2cc(NS(C)(=O)=O)ccc2O1
  A = 2	B = -23	C = 0.1	D = 0.3	E = 2	F = -3	G = -1	H = 5

> COc1ccc(C(=O)Nc2nnc(S(=O)(=O)N3CCC(C)CC3)s2)cc1OC
  A = 16	B = -34	C = /	D = 0.2	E = 1	F = -7	G = -4	H = -7

> CCCNC(=O)c1ccc(N2CCC3(CC2)CC(c2cccc(Br)c2)=NO3)c([N+](=O)[O-])c1
  A = -3	B = -14	C = -0.1	D = 0.0	E = 2	F = -14	G = 1	H = -1

> CC(=O)Nc1ccc2c(c1)C(=O)N(C)[C@@H]1CC[C@H](CC(=O)N3CCc4ccccc4C3)O[C@H]1CO2
  A = 8	B = /	C = 0.0	D = 0.2	E = /	F = 1	G = /	H = /

> S=c1nc(SCc2ccccc2)[nH]c2ccccc12
  A = /	B = 1	C = /	D = 0.1	E = 2	F = /	G = 4	H = 1
